# Assay outcomes (PubChem BioAssay)
# IDE cell activ – activators of human insulin-degrading enzyme in cells. 340,000 tested, 0.073% active. P14735. activation, % at 5.96 µM. HEK cells, FAbeta-B cleavage, fluorescence polarization; 0% vehicle, 100% cell-free pure enzyme wells;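 active = activation above the mean of all tested compounds plus 3 SD, set per screening campaign, cut at about 17% in these data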
# GalR3 antagonist – antagonists of human GalR3; HEK293 GalR3-CNG cAMP membrane potential fluorescence; galR3 body fused to GalR1 C-terminus; 360,000 tested, 0.44% active; O60755; inhibition, % at 3 µM;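 active = inhibition above the screen-wide average plus 3 SD, cut at about 13% in these data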;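 also: forskolin and galanin both at EC90 stimulate the cells; cAMP rise reported by CNG channel membrane potential dye signal; 0% = forskolin plus galanin with DMSO and 100% = forskolin alone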
# CRFBP-R2 block – CRF-BP/CRF-R2 complex antagonism; AID 588475; HEK293 CRF-R2/CRF-BP, CRF-induced calcium fluorescence; inhibition, % at 11.8 µM; 350,000 tested, 0.59% active;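 active = inhibition of the ligand-induced calcium signal above about 50% at the single tested concentration, limit read from the data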
# pCIP destab – compounds decreasing mouse p/CIP protein stability; Q05BA5; F442A p/CIP-EGFP cells, EGFP fluorescence, 16 h; decrease of EGFP signal, % at 10 µM; 290,000 tested, 0.01% active; AID 1984;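 active = EGFP signal decrease of at least 30% at 10 µM or well 3 SD below plate mean, unless failing retest; inactive = the rest, including hits failing retest or dose response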; also: some compounds called inactive have numbers as strong as hits; many of its hits are not listed in these tables
# CRFR2-BP ag – agonists of human CRF-binding protein/CRF-R2 receptor complex | HEK293 CRF-R2/CRF-BP, calcium dye fluorescence (FLIPR); percent of saturating CRF peptide response | activation, % at 13.2 µM | 350,000 tested, 0.46% active | AID 588473;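 active = activation of at least 50%, plus an integration ratio under a set limit after plate pattern correction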;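 also: plate controls were neutral control wells without compound for no effect and CRF at EC100 for full effect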
# IDE inh – inhibitors of human insulin-degrading enzyme in cells; P14735; HEK cells, FAbetaB cleavage, fluorescence polarization; inhibition, % at 5.59 µM; 320,000 tested, 0.41% active; AID 434962;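 active = percent inhibition above the average of all tested compounds plus 3 SD, set per screening campaign, cut at about 16% in these data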;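 also: IDE supplied by intact live HEK cells; FP after avidin binding of uncleaved biotin substrate so inhibition keeps polarization high; 0% = DMSO wells and 100% = 60 µM reference IDE inhibitor Ii1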
# MEKK3 PB1 HTS – modulators (inhibitors or enhancers) of MEK5 binding to human MEKK3 PB1 domain; Q99759; bead-based flow cytometry, Alexa488-MEK5 binding to MEKK3; actives lie on both sides; 0 = blocked by unlabeled MEK5, 100 = vehicle; binding response (% of control), % at 10 µM; 290,000 tested, 1.4% active; AID 1529;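 active = binding response more than 3 SD above or below the average of its plate-row segment, actives on both sides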;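 also: Alexa488 bead fluorescence after subtracting the streptavidin-only scavenger bead signal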
# M4 PAM – positive allosteric modulators of human muscarinic M4 receptor. P08173. CHO-K1 hM4/Gqi5, Fluo-8 calcium fluorescence, ACh EC20; 0% = ACh EC20, 100% = maximal ACh. activation, % at 3 µM. 360,000 tested, 0.4% active;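 active = activation above its plate's cutoff, the mean activation of sample wells plus 3 SD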; also: some results filed as inactive read as strong as hits
# PHOSPHO1 block – blocks human PHOSPHO1 phosphatase activity. 290,000 tested, 1.1% active. inhibition, % at 13.3 µM. recombinant PHOSPHO1, absorbance phosphatase assay. AID 1565; in the data active = inhibition above about 60%
# Starred values were filed as active, the others as inactive; / = not tested or not shown; [ ] = dose if it differs, or a comment.
IDE cell activ	GalR3 antagonist	CRFBP-R2 block	pCIP destab	CRFR2-BP ag	IDE inh	MEKK3 PB1 HTS	M4 PAM	PHOSPHO1 block	structure
1	2	2	-17	-0.6	3	115	-5	18	Cc1csc(NC(=O)CCc2c(C)nc3cc(-c4ccc(Cl)cc4)nn3c2C)n1
4	-4	-23	-1	3.9	-1	/	0	4	COc1ccc(C(C(O)C(=O)c2c[nH]c3ccccc23)N2CCN(c3ccccc3)CC2)cc1 (centres undefined)
/	/	22	/	0.2	6	104	0	/	COCOc1ccc(/C=C2/Oc3cc(OCOC)cc(OCOC)c3C2=O)c(OCOC)c1
3	1	-10	1	-0.8	1	102	1	-3	CC1(C)Oc2ccc(C(=O)N3CCOCC3)cc2N(CC(=O)Nc2ccccc2)C1=O
-1	-4	-4	10	-0.4	1	94	3	-4	CC(C)(C)c1ccc(OCC(O)CS(=O)(=O)c2ccccn2)cc1 (centres undefined)
3	1	7	/	-1.3	0	/	8	/	O=C(c1cc2ccccc2o1)N1CCOCC1
1	1	-34	-3	-0.2	-2	91	3	10	CC12COC3(C(=O)Nc4ccc(Cl)cn4)CC1CCC32C (centres undefined)
1	-10	10	-4	-0.5	-4	2.0*[inhibitor]	2	20	O=C(c1ccco1)N1CCN(c2cccc(Cl)c2)CC1
2	-3	0	/	-0.1	-2	/	-6	/	CC1CCN(C(=O)c2cc(S(=O)(=O)N3CCOCC3)ccc2N2CCCC2)CC1
-1	-2	-11	/	0.3	0	/	-6	/	N#Cc1ccccc1OCC(=O)Nc1cccc(S(=O)(=O)N2CCCC2)c1
3	0	-17	18	-1.1	1	110	-4	-19	Cc1ccc(C(=O)/C=C/c2ccccc2[N+](=O)[O-])cc1
-4	2	-13	-12	-0.9	21*	101	1	-4	O=C(Nc1ccc2nc(-c3cccs3)[nH]c2c1)c1cccs1
-5	-2	8	-10	-0.4	12	104	7	1	COc1cccc(/C=C2/CN(C)CC3=C2OC(N)=C(C#N)C3c2cccc(OC)c2)c1 (centres undefined)
2	-8	11	1	-0.1	3	99	-8	-7	CCOC(OCC)c1cn(Cc2ccc(C(=O)c3ccccc3)cc2)nn1
2	-7	-5	-11	-1.0	3	103	-6	15	COc1ccc(F)cc1C(=O)C1CCCN(Cc2c[nH]c3ccccc23)C1 (centres undefined)
-2	-9	15	-6	-2.4	4	104	-1	52	CCOc1ccc(C(=O)N/N=C/c2ccc(-c3ccc(S(=O)(=O)Nc4ncccn4)cc3)o2)cc1
2	-1	5	3	-2.3	2	99	1	4	CC(C)C[C@@H](CSc1ccccc1)N1CCN(C)CCC1=O
1	2	-10	-7	1.2	5	101	1	6	Clc1ccc(CSc2cc3c(nn2)-c2ccccc2CC3)cc1Cl
-1	-5	1	/	0.4	-2	/	-2	/	O=C(OCC(=O)N1CCc2ccccc21)c1ccc(Br)o1
8	-2	15	-12	-0.3	2	106	-1	37	COc1ccc(CN2CCC(CO)(Cc3ccccc3)CC2)cc1Cn1cccn1
10	-2	0	-9	-4.5	6	/	3	18	COc1cccc(N2C(=O)c3ccncc3C2=O)c1
-7	/	-33	-24	5.0	-1	101	-28	-4	CS(=O)(=O)N1CCCC(c2nc(-c3ccc(S(=O)(=O)NCc4ccccc4)cc3)no2)C1 (centres undefined)
3	-2	13	-10	-0.4	0	100	-3	28	COCCNCC(=O)C12CC3CC(CC(C3)C1)C2
4	-3	11	-19	-0.6	-1	101	-3	-105	Cc1ccc(N(CC(=O)NCCSCc2ccco2)S(C)(=O)=O)cc1

# Taken from above:
# Under PHOSPHO1 block, `CC(C)C[C@@H](CSc1ccccc1)N1CCN(C)CCC1=O` reads 4
# Under PHOSPHO1 block, `COc1cccc(N2C(=O)c3ccncc3C2=O)c1` reads 18
# Under MEKK3 PB1 HTS, `CS(=O)(=O)N1CCCC(c2nc(-c3ccc(S(=O)(=O)NCc4ccccc4)cc3)no2)C1` (centres undefined) reads 101
# Under pCIP destab, `COc1ccc(CN2CCC(CO)(Cc3ccccc3)CC2)cc1Cn1cccn1` reads -12

# Continuation:
IDE cell activ	GalR3 antagonist	CRFBP-R2 block	pCIP destab	CRFR2-BP ag	IDE inh	MEKK3 PB1 HTS	M4 PAM	PHOSPHO1 block	structure
6	/	-17	-11	0.8	6	105	3	6	CCOC(=O)c1c(C)c(-c2ccccc2)n(CC(=O)NCCC(C)C)c1C
5	-3	-19	2	-1.9	-1	104	2	16	COc1cc(Br)c(S(=O)(=O)Nc2c(C)n(C)n(-c3ccccc3)c2=O)cc1OC
4	4	7	-6	0.2	2	109	-8	1	CN1C(=O)c2cccc(NC(=O)Cc3ccccc3)c2C1=O
6	-1	16	4	-0.8	11	141*	6	1	CCCOP(=O)(c1ccccc1)c1ccccc1
-7	/	-39	-24	5.7	6	106	-4	15	Cc1ccc2oc3c(c(=O)c2c1)C(c1cccs1)N(CCCN(C)C)C3=O (centres undefined)
-3	-5	-4	0	1.6	2	104	9	8	COc1ccc(NC(=O)CSc2nnc(-c3cccnc3)n2C)cc1
-5	2	0	-2	-5.0	5	120	-4	3	C(=N\Nc1nc2ccccc2[nH]1)/c1ccc2ncccc2c1
0	-6	-3	-10	6.0	0	93	-9	39	O=C(CCOc1ccc(F)cc1)Nc1nccs1

# Complete entries from above.
# `CN1C(=O)c2cccc(NC(=O)Cc3ccccc3)c2C1=O` is listed with IDE cell activ = 4; GalR3 antagonist = 4; CRFBP-R2 block = 7; pCIP destab = -6; CRFR2-BP ag = 0.2; IDE inh = 2; MEKK3 PB1 HTS = 109; M4 PAM = -8; PHOSPHO1 block = 1
# `CCCOP(=O)(c1ccccc1)c1ccccc1` is listed with IDE cell activ = 6; GalR3 antagonist = -1; CRFBP-R2 block = 16; pCIP destab = 4; CRFR2-BP ag = -0.8; IDE inh = 11; MEKK3 PB1 HTS = 141*; M4 PAM = 6; PHOSPHO1 block = 1

# Next part:
IDE cell activ	GalR3 antagonist	CRFBP-R2 block	pCIP destab	CRFR2-BP ag	IDE inh	MEKK3 PB1 HTS	M4 PAM	PHOSPHO1 block	structure
3	2	-11	8	0.2	-2	101	2	-2	COc1cc(=O)[nH]c(=O)n1CC(=O)c1ccccc1
3	-7	0	-8	-0.4	-2	103	-10	-3	CCOc1cccc(NC(=O)C2CCCN(S(=O)(=O)c3ccc(OC)cc3)C2)c1 (centres undefined)
3	3	1	/	5.5	-7	/	4	/	CN(C)C(CNC(=O)c1ccc(NS(=O)(=O)c2ccc3[nH]c(=O)[nH]c3c2)cc1)c1ccccc1 (centres undefined)
-2	-5	11	-11	-1.0	-7	103	4	10	COc1ccc(C)cc1NC(=O)NC(C)c1ccc2c(c1)OCO2 (centres undefined)
2	0	-5	/	0.2	2	/	6	/	CCOc1ccc(NC(=O)CN(C)C(=O)c2ccccc2OCc2c(C)noc2C)cc1OCC
3	-4	6	-4	-0.6	-3	105	9	20	O=C(O)CSCC(=O)N1CCc2c([nH]c3ccccc23)C1C(F)(F)F (centres undefined)
4	-8	2	-2	1.2	0	101	0	-96	Cc1c(NC(=O)Nc2ccc(C(C)(C)C)cc2)c(=O)n(-c2ccccc2)n1C
19*	-2	6	-4	-0.6	2	103	3	8	CC(=O)Nc1ccc(NC(=O)COC(=O)c2n[nH]c3ccccc23)cc1
3	-7	1	-5	-1.9	3	104	-1	20	O=C(NCC(=O)N(c1ccc2c(c1)OCO2)C(C(=O)NC1CCCC1)c1ccncc1)c1ccco1 (centres undefined)
-8	2	-9	-5	-2.7	3	/	-1	75*	CCC(C)(C)n1nnnc1C(c1cc2cc(C)ccc2[nH]c1=O)N1CCCc2ccccc21 (centres undefined)
6	3	-14	4	3.0	2	96	16	11	COc1ccc(C(=O)Nc2ccc(Cl)c(Cl)c2)c(OC)n1
3	3	-6	/	0.4	7	/	-10	/	C=CCc1ccc(OCCCNC2CCCC2)c(OC)c1
7	2	6	0	-1.1	-1	99	4	11	CCC1CCCCN1C(=S)NC(=O)c1ccc([N+](=O)[O-])cc1 (centres undefined)
/	-3	-2	-18	-0.8	8	102	-5	37	NC(=O)c1ccc(-c2csnn2)cc1
6	-9	1	-15	0.3	7	96	1	9	Cc1cc(C)nc(SCc2ccc(C(=O)NN=C3C4CC5CC(C4)CC3C5)cc2)n1
0	3	18	-8	-0.7	6	92	-3	-12	Cc1ccccc1NC(=O)CSc1nnc(Cc2cccn2C)n1-c1ccc(F)cc1

# The closing 3 compounds of the part before come first, to join the parts.
IDE cell activ	GalR3 antagonist	CRFBP-R2 block	pCIP destab	CRFR2-BP ag	IDE inh	MEKK3 PB1 HTS	M4 PAM	PHOSPHO1 block	structure
/	-3	-2	-18	-0.8	8	102	-5	37	NC(=O)c1ccc(-c2csnn2)cc1
6	-9	1	-15	0.3	7	96	1	9	Cc1cc(C)nc(SCc2ccc(C(=O)NN=C3C4CC5CC(C4)CC3C5)cc2)n1
0	3	18	-8	-0.7	6	92	-3	-12	Cc1ccccc1NC(=O)CSc1nnc(Cc2cccn2C)n1-c1ccc(F)cc1
-1	-5	1	-3	-0.6	-5	71	5	23	COc1ccc(N2CCN(C(=O)C(=O)c3c(C)n(C)c4ccccc34)CC2)cc1
5	0	-10	-1	-1.5	4	102	1	37	CCC(C)(C)NC(=O)CN(C(=O)c1csnn1)c1ccccc1-c1ccccc1
/	-6	13	/	-1.2	/	/	9	/	CNC(=O)c1ccc(NC(=O)c2ccccc2OCc2c(C)noc2C)cc1
-6	7	-3	-9	3.0	8	103	9	21	CCOc1ccc(-c2ccc(SCC(=O)N3CCOCC3)nn2)cc1
-6	/	9	-8	-2.1	1	98	-4	-85	CCOc1ccc2nc(SC3CC(=O)N(c4ccccc4)C3=O)sc2c1 (centres undefined)
-3	1	20	2	-0.3	0	106	2	47	O=C(O)CCCn1cc(NC(=O)c2ccc(F)cc2)cn1
7	0	13	-9	-1.9	-7	102	-2	6	CC(C)COCC(O)CC(Cc1ccccc1)C(=O)NN (centres undefined)
-1	-6	15	-6	-1.3	-3	106	2	0	Cc1ccc(/C=N/N=C/c2ccc(C)s2)s1
